# Y pestis TopoI: inhibitors of Yersinia pestis topoisomerase I. Y. pestis Topo-I cleavage product accumulation, plate reader. activity, % at 10 µM. hit rate 0.064% among 360,000. AID 504884; in the data active = activity above about 50%, passing the limit was not always enough; also: inactives centre near 2
# TcdB inh: blocks C. difficile toxin B glycohydrolase activity | P18177 | TcdB glycohydrolase enzymatic assay, plate reader | inhibition, % at 9.99 µM | hit rate 0.24% among 350,000 | AID 652162; in the data active = inhibition above about 10%
# GDH-TPI inh: inhibits GDH-TPI coupling enzymes, artifact for Mtb FBA screen; AID 588335; GDH-TPI coupled enzyme counterscreen, NADH absorbance; inhibition, % at 4.8 µM; hit rate 1.2% among 360,000; in the data active = inhibition above about 30%;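 also: 0% = DMSO wells and 100% = wells lacking the enzyme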
# Mtb BioA inh: BioA (M. tuberculosis) enzyme inhibition | purified M. tuberculosis BioA enzyme, plate reader | inhibition, % at 9.99 µM | hit rate 0.096% among 360,000; in the data active = inhibition above about 40%
# FadD28 FP inh: blocks FadD28 binding to the bisubstrate probe | fluorescence polarization | inhibition, % at 12.5 µM | hit rate 0.22% among 360,000 | AID 588549; in the data active = inhibition above about 8.5%, passing the limit was not always enough
# BH1578 lux ind: quorum light induction in luxS cqsA deficient V. cholerae; V. cholerae BH1578 lux reporter, luminescence, 6 h; activation, % at 18.7 µM; hit rate 0.16% among 350,000; AID 588436; in the data active = activation mostly above about 9.7%, no sharp cut-off; also: not every result past the cut was called active; inactives centre near 0; reference of the scale not given here
# FBA Mtb inh: inhibitors of M. tuberculosis fructose-bisphosphate aldolase | P9WQA3 | purified M. tuberculosis FBA, fluorescence read-out | inhibition, % at 1 µM | hit rate 2.3% among 360,000 | AID 588726; in the data active = inhibition above about 27%;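 also: 0% = vehicle and 100% = reference inhibitor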
# Mtb UGM inh: blocks M. tuberculosis UGM enzyme; AID 504406; P9WIQ1; inhibition, % at 10 µM; hit rate 0.06% among 320,000; purified UGM, fluorescence polarization probe displacement; in the data active = inhibition above about 10%, passing the limit was not always enough
# PfHsp40 yeast: restores yeast growth despite PfHsp40 toxicity | hit rate 0.68% among 340,000 | S. cerevisiae expressing PfHsp40, growth rescue, ATP luminescence | growth rescue, % at 12.5 µM; in the data active = growth rescue above about 28%, passing the limit was not always enough;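 also: yeast W303a lacking pdr1 and pdr3 grown in galactose medium; growth measured after three days at 30 °C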
# An asterisk follows results filed as active; i = inactive; . = no result given; + = active, no number; & = joins results of further samples. No enrichment for hits (roughly 4.6% active in at least one column).
SMILES,Y pestis TopoI,TcdB inh,GDH-TPI inh,Mtb BioA inh,FadD28 FP inh,BH1578 lux ind,FBA Mtb inh,Mtb UGM inh,PfHsp40 yeast
O=C(CCN1C(=O)c2ccccc2C1=O)Nc1ccccn1,2,.,-4,-1.4,-4.1,-11,-2,0.6,0.9
COC(=O)c1cc2ccccc2oc1=O,-4,.,15,3.2,-3.9,-3.2,8,3.4,0.7
O=C(CNS(=O)(=O)c1ccccc1)OCC(=O)c1c[nH]c2ccccc12,-3,0.2,-3,-1.1,-0.7,0.8,1,-0.3,-1.0
CC(=O)c1cccc(NC(=O)c2sc(Cl)nc2C)c1,4,1.7,2,21,-3.2,-0.3,-4,2.7,0.4
O=C(/C=C/c1ccccc1)N/C(=C/c1ccccc1)C(=O)Nc1cccc(C(=O)O)c1,5,-1.6,11,-1.7,-4.3,-2.0,-1,2.8,0.5
COC(=O)C1C2C=CC3(CN(c4ccc(Cl)c(F)c4)C(=O)C13)O2 (configuration not stated),0,0.6,3,-1.3,-0.5,-0.2,0,1.2,-0.9
Cc1noc(C)c1NC(=O)Nc1cccc2c1O[C@H](CN(C)S(=O)(=O)c1cn(C)cn1)[C@@H](C)CN([C@H](C)CO)C2=O,-5,0.1&0.7,8,-1.0&-0.6,-2.0,i,-1,-0.4,-0.3
CCC/C=C(\CCC)C(NC(=O)OCC(C)C)c1ccc(C(=O)OC)cc1 (configuration not stated),15,2.2,-16,-0.6,-4.9,2.2,1,0.9,1.9
CCOC(=O)CSc1nc(C)c(C(=O)OCC)s1,-5,.,-8,0.6,-2.6,3.0,10,-0.8,0.2
Clc1cccc(CNc2nc(-c3cccnc3)nc3ccccc23)c1,27,1.0,0,-1.6,-3.4,-0.3,0,.,0.8
C/C(=N\NC(=O)c1ccncc1)c1c(O)n(-c2ccccc2)c(=O)[nH]c1=O,2,-3.7,16,2.7,-0.2,i,1,4.1,.
N#CCCN(CCC#N)c1nncs1,-5,.,-3,-0.7,-0.3,.,0,3.2,-0.1
COc1ccc2c(c1)C=C(CN1CCN(C3CCCC3)C(CCO)C1)CO2 (configuration not stated),2,1.2,6,.,-1.3,-0.2,-3,4.9,-0.4
c1ccn2c(c1)nc1c2nc2ccccn21,7,.,17,-0.3,-1.1,-0.3,+,0.6,0.7
CSCC[C@H](NC(=O)C(C)(C)Oc1ccc(Cl)cc1)c1nc2ccccc2[nH]1,-1,-0.1,-2,-1.8,-4.3,i,2,1.4,0.6

# 13 of these compounds in a different format:
Compound	Y pestis TopoI	TcdB inh	GDH-TPI inh	Mtb BioA inh	FadD28 FP inh	BH1578 lux ind	FBA Mtb inh	Mtb UGM inh	PfHsp40 yeast
COC(=O)c1cc2ccccc2oc1=O	-4	.	15	3.2	-3.9	-3.2	8	3.4	0.7
O=C(CNS(=O)(=O)c1ccccc1)OCC(=O)c1c[nH]c2ccccc12	-3	0.2	-3	-1.1	-0.7	0.8	1	-0.3	-1.0
CC(=O)c1cccc(NC(=O)c2sc(Cl)nc2C)c1	4	1.7	2	21	-3.2	-0.3	-4	2.7	0.4
O=C(/C=C/c1ccccc1)N/C(=C/c1ccccc1)C(=O)Nc1cccc(C(=O)O)c1	5	-1.6	11	-1.7	-4.3	-2.0	-1	2.8	0.5
COC(=O)C1C2C=CC3(CN(c4ccc(Cl)c(F)c4)C(=O)C13)O2 (configuration not stated)	0	0.6	3	-1.3	-0.5	-0.2	0	1.2	-0.9
Cc1noc(C)c1NC(=O)Nc1cccc2c1O[C@H](CN(C)S(=O)(=O)c1cn(C)cn1)[C@@H](C)CN([C@H](C)CO)C2=O	-5	0.1&0.7	8	-1.0&-0.6	-2.0	i	-1	-0.4	-0.3
CCC/C=C(\CCC)C(NC(=O)OCC(C)C)c1ccc(C(=O)OC)cc1 (configuration not stated)	15	2.2	-16	-0.6	-4.9	2.2	1	0.9	1.9
CCOC(=O)CSc1nc(C)c(C(=O)OCC)s1	-5	.	-8	0.6	-2.6	3.0	10	-0.8	0.2
Clc1cccc(CNc2nc(-c3cccnc3)nc3ccccc23)c1	27	1.0	0	-1.6	-3.4	-0.3	0	.	0.8
C/C(=N\NC(=O)c1ccncc1)c1c(O)n(-c2ccccc2)c(=O)[nH]c1=O	2	-3.7	16	2.7	-0.2	i	1	4.1	.
N#CCCN(CCC#N)c1nncs1	-5	.	-3	-0.7	-0.3	.	0	3.2	-0.1
COc1ccc2c(c1)C=C(CN1CCN(C3CCCC3)C(CCO)C1)CO2 (configuration not stated)	2	1.2	6	.	-1.3	-0.2	-3	4.9	-0.4
c1ccn2c(c1)nc1c2nc2ccccn21	7	.	17	-0.3	-1.1	-0.3	+	0.6	0.7

# In another format: entries from further up.
molecule	Y pestis TopoI	TcdB inh	GDH-TPI inh	Mtb BioA inh	FadD28 FP inh	BH1578 lux ind	FBA Mtb inh	Mtb UGM inh	PfHsp40 yeast
COC(=O)c1cc2ccccc2oc1=O	-4	.	15	3.2	-3.9	-3.2	8	3.4	0.7
O=C(CNS(=O)(=O)c1ccccc1)OCC(=O)c1c[nH]c2ccccc12	-3	0.2	-3	-1.1	-0.7	0.8	1	-0.3	-1.0

# Next part
SMILES,Y pestis TopoI,TcdB inh,GDH-TPI inh,Mtb BioA inh,FadD28 FP inh,BH1578 lux ind,FBA Mtb inh,Mtb UGM inh,PfHsp40 yeast
COc1ccc2[nH]c(CN3CCN(CC=C(C)C)C(CCO)C3)c(C)c2c1 (configuration not stated),7,-0.7,8,0.9,0.8,i,1,1.7,-0.1
CCN(CC)S(=O)(=O)c1ccc(N(C)Cc2cccc(OC)c2OC)nc1,1,1.5,4,-0.2,-2.0,-0.3,1,-0.6,0.5
CCOc1ccccc1-c1nc(-c2cccc(Br)c2)no1,-2,0.9,-7,.,-0.2,i,2,3.0,-0.1
COc1cc(NC(=O)CSc2nnc(NC(C)C)s2)cc(OC)c1OC,0,1.4,1,-0.7,-2.3,i,-3,-1.4,1.0
Cc1cc(C)c(-c2c(O)c3cccc4c3n(c2=O)CCC4)c(C)c1,5,.,-1,-3.0,-3.7,-0.4,10,4.4,2.1
COC(=O)c1c(NC(NC(=O)C(C)C)C(Cl)(Cl)Cl)sc2c1CCC2 (configuration not stated),11,1.2,-1,-1.1,-2.6,-0.2,-4,-2.3,1.2
CCOC(=O)C1CCN(Cc2cc(=O)oc3c(C)c(C)ccc23)CC1,19,1.9,-1,3.1,-1.4,0.3,2,1.5,-2.4
Cc1cccc(-c2cc3nc4c(c(N5CCC6(CC5)OCCO6)n3n2)CCCC4)c1,4,0.8,8,-0.3,-0.2,1.4,2,1.1,0.0
CCOC(=O)[C@H]1Nc2ccc(Cl)cc2[C@@H]2[C@H]1C1CC(c3ccccc31)N2C(=O)OCc1ccccc1 (some centres not stated),.,1.0,.,2.0,-0.5,.,0,.,.
CS(=O)(=O)/C(C#N)=C/c1cccn1S(=O)(=O)c1ccccc1,0,3.0,18,-0.8,-0.8,0.6,-3,0.3,-0.9
Cc1cc(=O)oc2c(C)c(OCC(=O)NCCCN3CCOCC3)ccc12,3,0.2,9,-0.2,0.3,0.5,16,-0.7,-1.4
CCC(=O)c1ccc(OCC(=O)Nc2nn3cnnc3s2)cc1,4,.,13,1.1,-0.3,1.4,1,-0.3,0.1
Cc1nccn1-c1cc(C(C)(C)C)nc2c(-c3ccccc3)cnn12,9,0.1,13,.,1.1,-0.3,-4,-0.3,-0.5
O=C(NNC(=O)[C@H]1CC=CC[C@H]1C(=O)O)c1ccc(Cl)cc1Cl,1,-0.3,1,.,-2.4,-0.4,-2,2.8,.
COc1ccc(NC(=O)c2c(C)nn(Cc3ccccc3)c2C)cc1S(=O)(=O)N(C)C,3,1.8,-3,2.0,-0.4,-3.6,1,0.6,0.5
O=C(NCCN1CCOCC1)c1cccc2c1C(=O)c1ccc(N3CCCC3)cc1S2(=O)=O,-3,0.2,14,-7.1,-0.6,i,-15,1.1,-1.6
CC(=O)c1ccc(NC(=O)C2CCCN2S(=O)(=O)c2cccs2)cc1 (configuration not stated),-2,2.0,1,-0.4,-3.2,1.2,1,-1.9,1.3
CCOC(=O)c1ccc(NC(=O)CCNc2c(N3CCCC3)c(=O)c2=O)cc1,8,.,10,-1.4,0.5,i,1,-0.1,-1.5
COc1ccc(Cl)cc1N(CC(=O)N1CCCC1)S(C)(=O)=O,-4,0.3,7,-3.8,0.0,i,3,-1.6,-0.4
O=C(c1nc2nc(-c3ccccc3)cc(C(F)(F)F)n2n1)N1CCCCC1,6,.,-6,.,1.1,0.9,8,5.0,0.0
Cc1ccc(S(=O)(=O)N2CCOCC2)cc1NC(=O)COC(=O)c1ccc2c(c1)OCO2,-5,1.7,1,-1.3,0.2,-0.2,1,4.8,-0.3
O=C1CCN(Cc2ccccc2)CCN1[C@H](CSc1ccccc1)c1ccccc1,16,0.9&2.3,1,-0.4,-0.3,-0.4,-2,-2.4,1.6
COc1ccc(/C=N/NC(=S)NC2CCS(=O)(=O)C2)cc1 (configuration not stated),0,.,22,-1.9,-3.7,1.5,1,.,-1.3
Cc1cc(/C=N/NC(=O)c2cccs2)c(C)n1-c1cnccn1,-3,-5.1,21,6.9,-3.9,-0.2,-2,3.3,0.2
O=C(O)CC12CC3CC(C1)CC(n1ncc(NCC4CCCO4)c(Cl)c1=O)(C3)C2 (configuration not stated),2,-0.3,8,-1.9,-2.1,-0.1,-2,1.8,-0.4
